TGFb SMAD3 inh = TGF-b pathway inhibition | 1.2% of 410,000 active | AID 588855 | HepG2 CAGA-GFP TGF-b/SMAD3 reporter, GFP fluorescence, 18 h; TGF-beta stimulated, 500 pg/mL final | Potency, µM (top dose mostly 46.1 µM), without a hit: top-dose activity, negative = inhibition, hits mostly inhibitors; note: % is set by controls: 0 for no effect and ±100 for the full control effect; nearly all actives have a fitted effect of over 65% in size
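HEPG2 CAGA-GFP, 1000 cells/well; 2 h settle, 37 C; cpd via pin tool; TGF-b 500 pg/mL final; 18 h, 37 C; GFP imaging ex488/em500-530; %Activity normalised to -TGF-b and +DMSO controls; CRC fit, curve class.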
Nrf2 inh = blocks Nrf2 signaling; A549 ARE-Fluc reporter, luciferase luminescence, 18-24 h; 2.1% of 360,000 active; Potency, µM (titrated, usually from 46 µM), inactives show top-dose activity change, negative = inhibition, hits mostly inhibitors; note: % is set by controls: 0 for no effect and ±100 for the full control effect; nearly all actives have a fitted effect of over 60% in size
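Nrf2 function is reported as luminescence of an ARE-controlled luciferase in A549 cells. Compounds were tested at several concentrations, and a CellTiter-Fluor read on the same wells flagged cytotoxicity.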
S2 tox = reduces viability in counter-screen for ATXN expression inhibitors; S2 cells (HEK-293 line with an ATXN2-luciferase reporter) viability, CellTiter-Fluor protease fluorescence, 24 h; Potency, µM (doses to about 56.7 µM), usual class: cytotoxic; 0.49% of 400,000 active; note: nearly all actives have a fitted effect of over 40% in size
HepG2 tox = kills HepG2 cells in TGF-b inhibitor counter-screen. 0.76% of 410,000 active. HepG2 CAGA-GFP viability, ATP luminescence, 18 h. Potency, µM (top dose mostly 46.1 µM), for the others: at the top dose activity change, negative = cytotoxicity, most hits filed as cytotoxic; note: some results filed as inactive show a strong effect at the top dose
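CellTiter-Glo luminescence gave cytotoxicity after 18 hours at 37 degrees C. The cells were HepG2 CAGA-GFP in 1% FBS DMEM, stimulated with 500 pg/mL TGF-beta after compound addition. %Activity was normalised to no-cell wells (complete cell-killing) and DMSO (no toxicity), and curves were fitted and classified.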
MCF10A rerep = inducers of DNA re-replication in MCF 10A breast cells; MCF 10A DNA re-replication, Hoechst nuclear intensity, 48 h; Potency, µM (doses to about 46.1 µM), without a hit: top-dose activity, positive = re-replication, most hits filed as activators; 2.9% of 350,000 active; AID 624296; note: % of control where 0% means no effect; nearly all actives have a fitted effect of over 50% in size
EPAC2 antagonist = EPAC2 (human) antagonism; Q8WZA2; EPAC2 GEF exchange of Rap1B-BODIPY-GDP, fluorescence; Potency, µM (highest dose often 114 µM), without a hit: at the top dose activity, negative = inhibition, hits mostly inhibitors; 0.18% of 360,000 active; note: % is set by controls: 0 for no effect and ±100 for the full control effect; nearly all actives have a fitted effect of over 45% in size; many of its hits are not listed in these tables
Target sequence (Q8WZA2 whole entry, looked up): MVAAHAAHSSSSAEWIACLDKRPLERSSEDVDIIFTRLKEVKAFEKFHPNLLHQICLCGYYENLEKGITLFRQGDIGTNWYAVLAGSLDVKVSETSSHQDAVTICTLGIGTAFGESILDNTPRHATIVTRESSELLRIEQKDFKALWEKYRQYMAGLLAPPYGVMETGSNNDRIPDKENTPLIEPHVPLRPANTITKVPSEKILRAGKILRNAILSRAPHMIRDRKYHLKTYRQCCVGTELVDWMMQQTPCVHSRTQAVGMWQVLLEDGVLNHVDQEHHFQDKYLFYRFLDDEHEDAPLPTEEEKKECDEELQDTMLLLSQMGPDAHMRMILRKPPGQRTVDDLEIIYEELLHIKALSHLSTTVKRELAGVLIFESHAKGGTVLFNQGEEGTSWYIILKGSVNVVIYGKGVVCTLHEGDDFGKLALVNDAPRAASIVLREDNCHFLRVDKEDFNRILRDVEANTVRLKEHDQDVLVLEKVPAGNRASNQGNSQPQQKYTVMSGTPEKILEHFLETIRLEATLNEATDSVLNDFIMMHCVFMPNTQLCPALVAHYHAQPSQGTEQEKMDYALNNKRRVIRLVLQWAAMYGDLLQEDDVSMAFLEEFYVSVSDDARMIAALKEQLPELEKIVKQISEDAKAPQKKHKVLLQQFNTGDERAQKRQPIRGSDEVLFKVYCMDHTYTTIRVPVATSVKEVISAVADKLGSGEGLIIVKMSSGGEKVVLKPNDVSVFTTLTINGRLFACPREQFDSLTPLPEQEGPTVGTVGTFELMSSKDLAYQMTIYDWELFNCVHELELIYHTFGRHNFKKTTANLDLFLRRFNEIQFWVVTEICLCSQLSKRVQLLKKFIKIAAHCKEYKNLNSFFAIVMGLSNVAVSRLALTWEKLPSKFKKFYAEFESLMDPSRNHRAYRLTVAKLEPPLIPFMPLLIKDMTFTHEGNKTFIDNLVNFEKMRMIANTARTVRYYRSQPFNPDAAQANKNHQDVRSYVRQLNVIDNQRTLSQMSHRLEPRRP
A549 tox = counter-screen for Nrf2 inhibitors: cytotoxicity in A549 cells. 0.16% of 390,000 active. A549 ARE-Fluc cells, CellTiter-Fluor viability, 18-24 h. AID 504648. Potency, µM (top dose mostly 46 µM), without a hit: at the top dose activity change, negative = cytotoxicity, hits mostly inhibitors; note: % is set by controls: 0 for no effect and ±100 for the full control effect
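Cytotoxicity counterscreen: CellTiter-Fluor fluorescence was measured in A549 ARE_Fluc cells after 18-24 h of compound exposure in a concentration series. The subsequent BugLite luminescent read reports ARE-luciferase activity.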
Nrf2 ARE act = activators of Nrf2 (ARE) signaling. AID 624171. 0.31% of 410,000 active. AREc32 ARE-luciferase reporter (MCF7-derived line), luminescence, 24 h. Potency, µM (top dose mostly 46.1 µM), inactives show top-dose activation, most hits filed as activators; note: % of control where 0% means no effect; nearly all actives have a fitted effect of over 65% in size
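Steps: seed AREc32_Fluc cells (1000/well, 5% FBS OPTI-MEM); incubate overnight at 37 deg C; add 23 nL compound; incubate 24 hr; add Steady-Glo; hold 30 min RT; read luminescence.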
ATXN2 expr inh = inhibitors of ATXN2 expression. HEK-293 ATXN2-luciferase reporter, luminescence, 24 h. Potency, µM (highest dose often 57 µM), without a hit: at the highest dose activity change, negative = inhibition, usual class: inhibitors. 0.72% of 360,000 active. AID 1745845; note: % is set by controls: 0 for no effect and ±100 for the full control effect; nearly all actives have a fitted effect of over 55% in size
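qHTS (up to 57 uM final) was run with 24 h compound exposure of reporter cells at 37 °C. Each well was multiplexed: SteadyGlo luminescence measured ATXN2-luciferase expression after a fluorogenic Gly-Phe-AFC viability readout (25 uM final).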
An asterisk follows results filed as active; i = inactive; ? = inconclusive; . = no result given; [ ] = another dose, or the depositor's remark. Calls come from the whole dose curve; as a rule, active = well fitted curve in the direction sought with a large enough effect; inconclusive = small, poorly fitted or top-dose-only effect, or another doubt; inactive = no such curve, though single readings can be large; an effect the other way counts as inactive or inconclusive. Potency is the fitted concentration of half-maximal effect. A portion of the library. The share of hits here may be higher or lower than overall.

SMILES	TGFb SMAD3 inh	Nrf2 inh	S2 tox	HepG2 tox	MCF10A rerep	EPAC2 antagonist	A549 tox	Nrf2 ARE act	ATXN2 expr inh
C[C@@H](C(=O)N1CCN(Cc2ccc3c(c2)OCO3)CC1)n1nnc2ccccc2c1=O	9%	?	?	4%	15%	-10%	-15%	-1.5%	3%
CCOC(=O)c1cc(NC(=O)SCC(=O)O)c(C)nc1C	11%	2%	i	4%	8%	8%	0%	0.2%	6%
CN(C(=O)COc1ccccc1)c1nnc(-c2cccnc2)s1	10%	1%	i	-5%	-4%	-6%	-1%	0.2%	1%
CCOC(=O)Cn1c(=O)n(C2CCCCC2)c2nc(-c3cccc(F)c3)nc(C(N)=O)c21	-5%	.	i	-1%	.	.	-1%	0.6%	3%
Cc1noc(C)c1CSCC(=O)N(C)CC(=O)Nc1ccc(F)cc1	-10%	?	i	-10%	2%	-19%	6%	-0.5%	-11%
CCN(CC)S(=O)(=O)c1ccc2c(c1)nc(CCC(=O)OCC(=O)Nc1cc(OC)cc(OC)c1)n2C	13%	5%	i	24%	-2%	-4%	1%	0.0%	-2%
CCCCOc1ccc(C(=O)Nc2ccc(N3CCN(C)CC3)cc2)cc1	0%	.	i	-1%	0%	3%	?	-0.1%	-16%
Cn1c(Oc2ccccc2)c(C=O)c2ccccc21	?	-8%	i	-5%	-5%	-2%	-17%	5.0%	-13%
Cc1ccc(-c2nnc(Nc3ccc4c(c3)OCO4)c3ccccc23)cc1S(=O)(=O)NC(C)C	?	?	.	18%	?	6%	-16%	5.2%	-26%
O=C(/C=C/c1cccc([N+](=O)[O-])c1)NCc1ccccc1	-11%	-19%	i	-2%	-19%	-3%	1%	2.8%	-16%
COc1ccc(Nc2nc(NCc3ccco3)nc(N/N=C/c3ccc(O)cc3)n2)cc1	5%	-19%	i	-8%	?	8%	1%	7.7%	5%
CC(=O)Nc1ccc(S(=O)(=O)NCCC(=O)NCCc2ccc(F)cc2)cc1	-16%	.	?	4%	3%	9%	-2%	-0.5%	2%
CCc1nn2c(N(C)CCO)cc(C)nc2c1-c1ccc(F)cc1	-28%	?	?	-31%	2%	-5%	-5%	-0.1%	-18%
S=C(Nc1cccc2ccccc12)Nc1cccc2ccccc12	0%	7%	i	7%	5%	8%	-2%	7.4%	0%
Cc1cc(C(=O)NCc2cc(C(=O)O)co2)co1	7%	-7%	i	19%	0%	2%	-5%	0.2%	.
CN(CCc1cn[nH]c1)C(=O)C1CCC(=O)N(CC2CCCCC2)C1 (configuration not stated)	-9%	2%	i	-5%	-4%	-1%	-5%	-1.4%	4%
C[C@H]1CN([C@@H](C)CO)C(=O)CCCn2nncc2CO[C@@H]1CN(C)Cc1ccc2c(c1)OCO2	3%	.	i	-24%	.	-1%	.	1.9%	-4%
Cc1cccc(Nc2nc(N)c([N+](=O)[O-])c(NCc3ccco3)n2)c1	?	?	?	-48%	?	-16%	-10%	5.8%	-35%
N#C/C(=N\Nc1ccccc1F)c1nc(-c2ccccc2)cs1	15%	-5%	i	5%	?	-9%	-8%	4.6%	.
CCOc1ccccc1-n1c(SCC(N)=O)nnc1-c1ccc(O)cc1	13%	.	i	4%	-20%	1%	-3%	-1.2%	0%
Cc1c(C)n2c(SCC(=O)NCc3ccc4c(c3)OCO4)nnc2[nH]c1=O	24%	17%	i	-2%	0%	0%	8%	-0.5%	-3%
CC1CCN(S(=O)(=O)c2ccc3c(c2)N(CC(=O)NCCc2ccc(Cl)cc2)C(=O)CO3)CC1	13µM*	16%	28µM*	-24%	.	.	1%	7.8%	?
CCCc1cc(-c2n[nH]c(=S)n2C(C)c2ccccc2)cs1 (configuration not stated)	?	-10%	i	-42%	27%	-15%	17%	0.1%	-17%
CNC(=S)N/N=C/c1ccc(OCc2ccccc2)c(Br)c1	-20%	-29%	i	-39%	?	14%	-5%	0.2%	2%
CN(C)S(=O)(=O)c1cccc(NC(=O)COc2ccc(C(=O)c3ccccc3)cc2)c1	-33%	?	i	22µM*	?	4%	-8%	4.4%	-38%
CCC(C)Nc1nc(C)nc2c1oc1ccccc12 (configuration not stated)	?	21µM*	i	-35%	8%	-4%	1%	3.7%	.
COCCn1c(SCc2cc(=O)n3ccsc3n2)nnc1-c1ccncc1	9%	-5%	i	1%	0%	8%	-13%	-0.3%	-18%
CC(C)(C)N1C(=O)c2ccccc2NC(=O)N1Cc1ccc(Br)cc1	8%	?	i	-15%	13%	-14%	0%	0.1%	-6%
COc1ccc(-c2[nH]c(-c3ccc(Cl)cc3)nc2SCC(=O)Nc2nccs2)cc1	?	?	?	-65%	?	18%	1%	0.3%	-36%
Cc1cccc(-n2ncc(Cl)c(Cl)c2=O)c1	?	3%	?	11µM*	3.3µM*	4%	0%	?	.
Cc1cccc(Cc2nnc(CCC(=O)NCc3ccncc3C)o2)c1	-4%	-7%	i	-9%	4%	-1%	2%	-0.2%	-16%
CC(=O)N(c1cccc(Br)c1)C1C=CS(=O)(=O)C1 (configuration not stated)	-5%	-7%	i	-4%	-7%	11%	-3%	0.1%	3%
CSc1nncc(=O)[nH]1	0%	.	i	-4%	2%	-2%	9%	-1.2%	-2%
COc1ccccc1NC(=O)Cn1nnc(C(=O)NCCc2ccccc2)c1N	11%	3%	i	-16%	28%	-2%	9%	0.0%	-41%
C=CCn1c(C)cc(C(=O)COc2nncc3ccccc23)c1C	2%	?	i	-3%	0%	13%	-12%	-0.1%	22%
Cc1cc(Oc2ccc([N+](=O)[O-])cc2)nc(N2CCOCC2)n1	-2%	-10%	i	-18%	1%	2%	-5%	-0.3%	6%
OCC#Cc1cnc2ccccc2c1	10%	11%	i	-1%	-1%	-18%[57.1 µM]	-12%	0.1%	11%
Fc1ccccc1COc1cccc(/C=N/n2cnnc2)c1	35%	?	i	-14%	4%	-8%	-9%	-0.2%	0%
CC(=O)N/N=C(\C)CC(=O)Nc1ccc2c(c1)OCCO2	-17%	-3%	i	-18%	?	-7%	-2%	-0.5%	-2%
COc1ccc(CNCC(=O)Nc2cccc(S(N)(=O)=O)c2)cc1	21%	-4%	i	-3%	0%	8%	-2%	-0.1%	-1%
CC(=O)C1=C(O)C(=O)N(CCCN2CCOCC2)C1c1ccccc1[N+](=O)[O-] (configuration not stated)	-19%	?	i	17%	?	-4%	-1%	2.9%	15%
O=C(CN1CCCCC1)Nc1cccc(-n2cnnn2)c1	?	-1%	i	1%	6%	-1%	28%	0.2%	0%
COc1cccc(-c2cc3nc(-c4ccccc4)cc(N4CCC5(CC4)OCCO5)n3n2)c1	0%	?	i	-1%	19%	-1%	-15%	0.4%	2%
COCCOC(=O)C1=C(C)NC2=C(C(=O)CCC2)C1c1ccc(N(C)C)cc1 (configuration not stated)	24%	1%	i	-3%	-1%	-1%	-4%	-0.6%	-6%
CC(O)(CS(=O)(=O)Cc1ccccc1)C(=O)Nc1ccc(C(F)(F)F)cc1 (configuration not stated)	7%	?	i	-13%	20%	-2%	-5%	-0.8%	-8%
Cc1ccc(S(=O)(=O)c2c(C)nn(C(C)(C)C)c2OC(=O)CC(C)C)cc1	?	?	i	-11%	1%	?	-5%	-0.7%	-28%
O=C(NCCC(=O)N1CCN(S(=O)(=O)c2ccccc2Cl)CC1)Nc1ccccc1	-7%	-6%	i	-5%	-2%	5%	0%	-0.2%	5%
CCCNS(=O)(=O)c1ccc(OCC(=O)N2CCc3ccccc3C2)c(C)c1	-11%	?	i	2%	20%	6%	-2%	-0.9%	-6%

Compounds shown so far containing a furan ring, fused or not, in the order listed:
SMILES	TGFb SMAD3 inh	Nrf2 inh	S2 tox	HepG2 tox	MCF10A rerep	EPAC2 antagonist	A549 tox	Nrf2 ARE act	ATXN2 expr inh
COc1ccc(Nc2nc(NCc3ccco3)nc(N/N=C/c3ccc(O)cc3)n2)cc1	5%	-19%	i	-8%	?	8%	1%	7.7%	5%
Cc1cc(C(=O)NCc2cc(C(=O)O)co2)co1	7%	-7%	i	19%	0%	2%	-5%	0.2%	.
Cc1cccc(Nc2nc(N)c([N+](=O)[O-])c(NCc3ccco3)n2)c1	?	?	?	-48%	?	-16%	-10%	5.8%	-35%
CCC(C)Nc1nc(C)nc2c1oc1ccccc12 (configuration not stated)	?	21µM*	i	-35%	8%	-4%	1%	3.7%	.

Remaining list, next part.
SMILES	TGFb SMAD3 inh	Nrf2 inh	S2 tox	HepG2 tox	MCF10A rerep	EPAC2 antagonist	A549 tox	Nrf2 ARE act	ATXN2 expr inh
COC(=O)CN1C(=O)CSc2ccc(S(=O)(=O)Nc3cccc(C)c3C)cc21	?	-13%	.	-24%	.	.	-1%	0.5%	.
O=C(c1ccc(Cl)c(S(=O)(=O)NCc2ccccc2)c1)N1CCN(c2ccccn2)CC1	-25%	?	?	6%	-7%	0%	-1%	-0.9%	-19%
COc1ccc(OC)c(CNn2c(-c3ccccc3F)nc3ccccc3c2=O)c1	6%	?	i	-39%	?	-5%	-12%	-0.2%	-25%
CC(=O)N/N=C(\C)CCc1ccccc1	20%	1%	i	17%	0%	-1%	-1%	0.4%	.
Cc1ccc2nc(-c3ccc(Cl)c(NC(=O)c4ccc5c(c4)OCCO5)c3)oc2c1	-6%	?	i	-7%	.	.	4%	4.0%	113%[activator]
CCCCNC(=O)c1ccc2nc(CC)c(N(C)Cc3cccs3)n2c1	0%	.	?	-22%	.	0%	.	-0.8%[9.22 µM]	-22%
COc1ccccc1N1CCN(C2CCCN(Cc3cc(F)cc(F)c3)C2)CC1 (configuration not stated)	3%	-1%	i	2%	?	5%	5%	-0.2%	-38%
Cc1nc2nc(NCc3cccs3)nn2c(C)c1Cl	-7%	26%	i	-20%	3%	7%	-8%	0.4%	5%
CC(C)n1c(SCC(=O)NC2CCCCC2)nnc1-c1ccco1	11%	2%	i	-24%	12%	-2%	2%	-1.8%	-8%
CN1CCN(C(=O)CSc2nnc(COc3ccc(Cl)cc3)o2)CC1	0%	-2%	i	-47%	?	-7%	0%	0.1%	-3%

Compound activity deposited in PubChem by National Center for Advancing Translational Sciences (NCATS).
